# LDHA inh: blocks human lactate dehydrogenase A. P00338. purified LDHA, NADH/diaphorase-resazurin fluorescence; stronger effect = lower value. activity change, % (values are at about 110 or 230 µM). 0.15% of 480,000 active; in the data active means activity change below about -30%; inconclusive means mostly about -25% to -30%;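 further: plate controls were DMSO wells for no effect and wells without enzyme for full effect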
#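 Remaining NADH was detected by diaphorase (0.133 mg/mL) converting 37 µM resazurin to fluorescent resorufin, read at 0 and 20 minutes. The preceding 5-minute room-temperature reaction used 2 nM LDHA, 0.2 mM sodium pyruvate and 0.06 mM NADH at pH 7.4.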
# Anesthetic bind: candidate novel general anesthetic via apoferritin binding; P02791; apoferritin/1-aminoanthracene competitive binding, fluorescence; Potency, µM (doses to about 77.5 µM), without a hit: at the highest dose activity change, negative = displacement, hits mostly inhibitors; 0.074% of 350,000 active; further: potency means the concentration at half of the fitted maximal effect; on the % scale 0 is the no-effect control and ±100 the full control effect; nearly all actives have a fitted effect of over 20% in size
# Target sequence (P02791 2-175 limits assumed): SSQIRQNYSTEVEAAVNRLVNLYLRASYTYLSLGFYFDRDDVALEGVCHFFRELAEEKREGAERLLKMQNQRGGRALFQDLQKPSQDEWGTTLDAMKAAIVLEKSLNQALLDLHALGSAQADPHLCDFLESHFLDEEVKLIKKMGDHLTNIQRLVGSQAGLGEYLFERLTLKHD
#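 Probe: 1-aminoanthracene (50% saturated, PBS). Protein: horse-spleen apoferritin, 10 uM. Incubation: 10 min, room temperature. Detection: 380 nm excitation, 535 nm emission. Analysis: normalized response, four-parameter Hill.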
# RGS4 inhibitor: human RGS4 inhibition; P49798; Transcreener GDP fluorescence polarization, RGS4-accelerated GTP hydrolysis; Potency, µM (series often up to 114 µM), for inactives: at the highest dose activity change, negative = inhibition, hits mostly inhibitors; 0.039% of 390,000 active; AID 504845; further: potency means the concentration at half of the fitted maximal effect; on the % scale 0 is the no-effect control and ±100 the full control effect; nearly all actives have a fitted effect of over 75% in size; some results filed as inactive show a strong effect at the top dose
#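 MLSMR compounds (23 nl, pin-transferred) preincubated 10 min at room temperature with a 500nM (2x) first reagent, then RGS4 at 900nM (2x) plus Transcreener GDP mix added; fluorescence polarization (620/688 nm) read before and after 90 min at 30 °C.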
# APE1 inh: inhibitors of human APE1 endonuclease. P27695. recombinant APE1, TAMRA/BHQ-2 abasic DNA cleavage fluorescence. Potency, µM (top dose mostly 65.8 µM), inactives show at the top dose activity change, negative = inhibition, most hits filed as inhibitors. 0.35% of 350,000 active. AID 2517;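 further: potency means the concentration at half of the fitted maximal effect; plate controls were vehicle for no effect and reference inhibitor for full effect; nearly all actives have a fitted effect of over 55% in size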
# Target sequence (P27695 whole entry, looked up): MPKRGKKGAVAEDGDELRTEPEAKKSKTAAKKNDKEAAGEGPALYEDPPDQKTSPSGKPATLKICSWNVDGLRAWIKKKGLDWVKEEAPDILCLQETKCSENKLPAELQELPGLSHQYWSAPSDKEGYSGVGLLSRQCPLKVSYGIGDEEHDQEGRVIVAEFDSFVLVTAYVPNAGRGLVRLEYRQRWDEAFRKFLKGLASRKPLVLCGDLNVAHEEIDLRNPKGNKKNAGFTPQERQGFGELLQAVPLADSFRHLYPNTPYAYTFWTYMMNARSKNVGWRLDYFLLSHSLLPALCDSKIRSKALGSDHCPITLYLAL
#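 Activity was derived from the fluorescence gain between first and third kinetic reads (60 s intervals, ex 525/em 598 nm) after 50 nM THF-abasic TAMRA/BHQ-2 duplex was added to 0.75 nM APE1 preincubated 15 min with compound.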
# POLH inh: DNA polymerase eta (human) inhibition; Q9Y253; recombinant Pol eta, fluorescent DNA replication assay; AID 588591; 1.2% of 390,000 active; Potency, µM (doses to about 114 µM), inactives show at the top dose activity change, negative = inhibition, actives largely listed as inhibitors; further: potency means the concentration at half of the fitted maximal effect; on the % scale 0 is the no-effect control and ±100 the full control effect
#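 Pol eta (10 nM) was preincubated with compounds for 15 min at room temperature, after which fluorescent replication substrate (50 nM final) was added to start the reaction. Fluorescence was read kinetically at 0 and 10 min.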
# POLK inh: blocks human DNA polymerase kappa activity | Q9UBT6 | purified Pol kappa, fluorescent DNA synthesis assay, 10 min | Potency, µM (doses to about 107 µM), without a hit: at the top dose activity, negative = inhibition, usual class: inhibitors | 0.53% of 400,000 active; further: potency means the concentration at half of the fitted maximal effect; on the % scale 0 is the no-effect control and ±100 the full control effect
#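 Enzyme at 10 nM met test compounds for 15 min at room temperature. Substrate addition (50 nM final) began the reaction, which was monitored by fluorescence at 0 and 10 min.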
# Pol beta inh: blocks human DNA polymerase beta activity. Pol beta primer extension/strand displacement, fluorescence kinetic. P06746. Potency, µM (titrated, usually from 114 µM), inactives show top-dose activity change, negative = inhibition, hits mostly inhibitors. 1.3% of 340,000 active; further: potency means the concentration at half of the fitted maximal effect; on the % scale 0 is the no-effect control and ±100 the full control effect
#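 Preincubation: enzyme (10 nM) with compound, 15 min, RT. Reaction: substrate added to 50 nM final. Reads: 0 and 10 min. Analysis: normalized, Hill fit.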
# 12-LOX inh: ALOX12 (human) lipoxygenase inhibition; P18054; purified 12hLO, xylenol orange hydroperoxide absorbance; Potency, µM (titrated, usually from 108 µM), for inactives: at the top dose activity change, negative = inhibition, usual class: inhibitors; 1.1% of 580,000 active; AID 1671190; further: potency means the concentration at half of the fitted maximal effect; on the % scale 0 is the no-effect control and ±100 the full control effect
#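 Purified human 12hLO (150 nM final) in 25 mM Hepes, 0.01% Triton X-100, pH 7.0 was preincubated 15 min at room temperature with compound. Then 40 uM arachidonic acid was added, 30 min. Hydroperoxide was read by Fe-XO absorbance ratio 573/405 nm.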
# ERG-DNA inh: blocks human ERG Ets domain binding to DNA | Potency, µM (highest dose often 76.9 µM), for the others: top-dose FP activity, negative = inhibition, usual class: inhibitors | 0.028% of 370,000 active | P11308 | fluorescence polarization, His-ERG Ets domain / labelled DNA; active means well fitted inhibition curve with a large enough effect in the polarisation, with a control signal flat; inconclusive means small, poorly fitted or top-dose-only effect, or effect the other way, or a change in a side signal; inactive means no such curve, though single readings can be large or run the other way; the % refers to the polarisation;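 further: polarization taken with two DNA probes labelled with fluorescein and Texas red; potency means the concentration at half of the fitted maximal effect; % of control where 0% means no effect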
# Target sequence (P11308 whole entry, looked up, the tested form may be a part): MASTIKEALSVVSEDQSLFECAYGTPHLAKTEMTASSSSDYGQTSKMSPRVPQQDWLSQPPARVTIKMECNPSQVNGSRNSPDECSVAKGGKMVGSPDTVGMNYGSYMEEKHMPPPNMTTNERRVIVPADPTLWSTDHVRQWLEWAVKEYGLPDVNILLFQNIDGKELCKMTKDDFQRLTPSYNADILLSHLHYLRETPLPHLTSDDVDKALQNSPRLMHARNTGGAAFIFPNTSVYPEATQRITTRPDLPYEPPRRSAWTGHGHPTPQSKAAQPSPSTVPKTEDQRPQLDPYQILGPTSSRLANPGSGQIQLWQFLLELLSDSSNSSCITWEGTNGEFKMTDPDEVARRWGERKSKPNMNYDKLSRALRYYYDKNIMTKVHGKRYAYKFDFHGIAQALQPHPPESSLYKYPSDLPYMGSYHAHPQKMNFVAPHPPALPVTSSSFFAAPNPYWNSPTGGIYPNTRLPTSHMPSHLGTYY
#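 His-tagged ERG Ets domain (1 uM in the protein solution; 300mM KCl, 50mM Tris-HCl, 1mM EDTA, 1mM DTT, pH 7.5) received compound, then a probe mix of 5 nM fluorescein-DNA and 100nM Texas-615-DNA. Fluorescence polarization was read for both dyes.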
# * hit, by the source's call; ? = inconclusive; · = not tested or not shown; & = joins results of further samples; [ ] = dose if it differs, or a comment. Unless noted, the call rests on the fitted dose curve; in most records, active means well fitted curve in the direction sought with a large enough effect; inconclusive means small, poorly fitted or top-dose-only effect, or another doubt; inactive means no such curve, though single readings can be large; an effect the other way counts as inactive or inconclusive. Not all compounds are listed. The share of hits here may be higher or lower than overall.
# Letters: A = LDHA inh; B = Anesthetic bind; C = RGS4 inhibitor; D = APE1 inh; E = POLH inh; F = POLK inh; G = Pol beta inh; H = 12-LOX inh; I = ERG-DNA inh
> COCCn1c(Cc2ccccc2)nnc1SC(C)C(=O)NC1CC1 (centres undefined)
  A: -8; B: ·; C: 17%; D: 10%; E: -4%; F: -4%; G: ·; H: -16%; I: -5%
> Cc1cc(NC(=O)COC(=O)CSc2nc3cc(Cl)ccc3n2Cc2ccccc2)no1
  A: -5; B: -15%; C: -1%[11.4 µM]; D: -8%; E: 6%; F: -1%; G: -18%; H: 0%; I: -8%
> COc1ccc2oc(-c3ccc(NC(=O)c4ccc(N5CCOCC5)c([N+](=O)[O-])c4)cc3)nc2c1
  A: -4; B: -2%; C: -38%; D: -1%; E: -13%; F: 6%; G: 1%; H: 19%; I: 1%
> CCc1cc2c(SCC(=O)NC3CC3)ncnc2s1
  A: -9; B: ·; C: 1%; D: 15%; E: -19%; F: -8%; G: ·; H: -18%; I: 5%
> COc1ccc(CN(CC(=O)NCc2ccco2)C(=O)CNS(=O)(=O)c2ccc(C)cc2)cc1
  A: -3; B: -4%; C: 5%; D: 50%; E: -11%; F: 3%; G: -15%; H: -3%; I: -18%
> COc1ccccc1/C=C1\SC(=S)N(NS(=O)(=O)c2ccccc2)C1=O
  A: -11; B: -1%; C: -1%; D: 71%[activator]; E: ?; F: -17%; G: -19%; H: -28%; I: -1%
> O=C(CCC(=O)Nc1ccccc1)N/N=C/c1ccc2c(c1)OCO2
  A: -2; B: ?; C: 0%; D: 22%; E: -11%; F: 3%; G: -25%; H: ·; I: 6%
> COc1ccc(/C=N/OC(=O)Nc2ccc(Cl)cc2)c(OC)c1
  A: -11; B: 2%; C: 0%; D: 16%; E: -11%; F: -27%; G: -2%; H: ?; I: 9%
> CCOc1ccccc1N(C)C(=O)c1cc2c(=O)n(CC)c3ccccc3c2s1
  A: 16&-2; B: -13%; C: 4%; D: -3%; E: -3%; F: -12%; G: -26%; H: -40%&-16%; I: 2%
> Cc1cc(NC(=O)COc2coc(CN3CCN(c4ccc(F)cc4)CC3)cc2=O)no1
  A: 0; B: ·; C: -20%; D: 15%; E: -17%; F: -6%; G: ·; H: -5%; I: 5%
> COc1ccc(/C=C/C(=O)Nc2cc(S(=O)(=O)N3CCOCC3)ccc2C)cc1OC
  A: -1; B: -8%; C: 15%; D: -5%; E: -3%; F: -5%; G: 11%; H: 1%; I: -23%
> O=C(CN1C(=O)c2ccccc2S1(=O)=O)c1ccccc1Cl
  A: ·; B: ?; C: ·; D: -4%; E: ·; F: ·; G: 0%; H: 8%; I: ·
> CCCNC(=O)c1ccc(Cn2cc(C(F)(F)F)ccc2=O)cc1
  A: -13; B: -1%; C: -12%; D: -1%; E: -17%; F: -23%; G: -2%; H: 24%; I: 0%
> Cc1cc([N+](=O)[O-])ccc1NC1CCCC1
  A: -7; B: ?; C: 15%; D: -1%; E: -17%; F: -4%; G: 2%; H: -15%; I: 2%
> O=c1oc(-c2ccccc2Br)nc2ccccc12
  A: -12; B: -17%; C: -12%; D: 24%; E: -9%; F: -6%; G: -26%; H: 1%; I: -5%

# Reformatted: entries from further up.
# Values run as follows: LDHA inh	Anesthetic bind	RGS4 inhibitor	APE1 inh	POLH inh	POLK inh	Pol beta inh	12-LOX inh	ERG-DNA inh
COc1ccccc1/C=C1\SC(=S)N(NS(=O)(=O)c2ccccc2)C1=O
→ -11	-1%	-1%	71%[activator]	?	-17%	-19%	-28%	-1%
O=C(CCC(=O)Nc1ccccc1)N/N=C/c1ccc2c(c1)OCO2
→ -2	?	0%	22%	-11%	3%	-25%	·	6%
COc1ccc(/C=N/OC(=O)Nc2ccc(Cl)cc2)c(OC)c1
→ -11	2%	0%	16%	-11%	-27%	-2%	?	9%

# (next part)
# Letters: A = LDHA inh; B = Anesthetic bind; C = RGS4 inhibitor; D = APE1 inh; E = POLH inh; F = POLK inh; G = Pol beta inh; H = 12-LOX inh; I = ERG-DNA inh
> COc1cc2c(C(=O)N3CCN(c4cccc(C(F)(F)F)c4)CC3)cn(CC(C)C)c(=O)c2cc1OC
  A: 6; B: -15%; C: 2%; D: ·; E: -21%; F: -13%[60.1 µM]; G: -5%; H: -20%; I: -6%
> CCCOP(=O)(c1ccc(N(C)C)cc1)C(O)c1cc(OC)c(OC)c(OC)c1 (centres undefined)
  A: -3; B: -3%; C: -4%; D: -1%; E: -3%; F: 4%; G: 11%; H: 0%; I: 2%
> O=[N+]([O-])c1ccc(Oc2cccnc2)c([N+](=O)[O-])c1
  A: 2; B: ·; C: -33%; D: ·; E: ?; F: -11%; G: ·; H: ?; I: ·
> Cc1c(CNCc2ccc(OC(C)C)cc2)c(C(=O)O)c(C)n1Cc1ccc(Cl)cc1
  A: -1; B: ?; C: -5%; D: ·; E: -10%; F: 0%; G: 14%; H: ?; I: 1%
> CCCS(=O)(=O)c1nc(S(=O)(=O)c2ccc(C)cc2)c(NCC(C)C)s1
  A: 3; B: -14%; C: -1%; D: ·; E: -11%; F: -2%; G: 23%; H: -13%; I: 9%
> CCc1noc(C)c1C(=O)OCC(=O)N(CCOC)c1c(N)n(Cc2ccccc2)c(=O)[nH]c1=O
  A: -7; B: ·; C: -9%; D: 23%; E: -9%; F: -10%; G: ·; H: -3%; I: 13%
> O=C1c2c(O)cc(O)cc2O[C@H](c2ccc(O)c(O)c2)[C@H]1O
  A: -3; B: -16%; C: 1%; D: ?; E: 4%; F: ?; G: 3.2µM*; H: ?; I: -6%
> CCC(C)(C)n1nnnc1C(c1ccc(C)cc1)N1CCN(Cc2ccc3c(c2)OCO3)CC1 (centres undefined)
  A: 5; B: -10%; C: -11%; D: 8%; E: -22%; F: -11%; G: -14%; H: 0%; I: 6%
> Cc1ccc(SC(C)C(=O)N2CCCC2)cc1 (centres undefined)
  A: -1; B: -5%; C: 15%; D: -3%; E: -2%; F: -4%; G: 1%; H: -4%; I: 1%
> CCn1c(=O)cc(SCC(=O)NCCCN2CCN(c3ccc(F)cc3)CC2)c2ccccc21
  A: 4; B: ?; C: -26%; D: -7%; E: -11%; F: 1%; G: 33%; H: -15%; I: -8%
> CN(CC(=O)Nc1ncn[nH]1)S(=O)(=O)c1ccc(Br)cc1
  A: -12; B: 1%; C: 7%; D: 31%; E: -15%; F: -5%; G: 16%; H: 486%[activator]; I: 7%
> COc1ccc(C)cc1NC(=O)c1cc(C2CC2)nc2c1c(C)nn2C1CCS(=O)(=O)C1 (centres undefined)
  A: -1; B: ·; C: -19%; D: ·; E: -25%; F: -9%; G: ·; H: -16%; I: 24%
> Cc1oc(-c2cccc(C(F)(F)F)c2)nc1CN1CCOCC1
  A: -1; B: -14%; C: 13%; D: 1%; E: -15%; F: 8%; G: -5%; H: -10%; I: 5%
> COC(=O)CSc1cc(C)nc(SC)n1
  A: -5; B: -2%; C: 17%; D: -2%; E: -18%; F: -3%; G: 0%; H: 4%; I: 4%
> CCC(CC)C(=O)Nc1c2c(nn1-c1ccc(OC)cc1)CS(=O)C2 (centres undefined)
  A: 1; B: 1%; C: -44%; D: 2%; E: -12%; F: -36%; G: 7%; H: 46%[activator][57.4 µM]; I: -6%

# New compounds follow
# Letters: A = LDHA inh; B = Anesthetic bind; C = RGS4 inhibitor; D = APE1 inh; E = POLH inh; F = POLK inh; G = Pol beta inh; H = 12-LOX inh; I = ERG-DNA inh
> Cc1cc(C(=O)CCC(=O)N2CCN(S(=O)(=O)c3cccs3)CC2)c(C)s1
  A: -1; B: -16%; C: -16%; D: 1%; E: -15%; F: -8%; G: -7%; H: ?; I: -16%
> CC1C=CCC2C(=O)N(c3cccc(C(=O)N4CCCCCC4)c3)C(=O)C12 (centres undefined)
  A: 2; B: ·; C: -16%; D: ·; E: -13%; F: -3%; G: ·; H: -15%; I: -5%
> Cc1ccc(OCC(=O)Nc2nonc2-c2ccc(Br)cc2)cc1
  A: -8; B: 0%; C: -6%; D: ·; E: ·; F: 1%; G: -25%; H: ?; I: 0%
> CCCCS(=O)(=O)/C=C/[C@H]1[C@H](S(=O)(=O)CCCC)[C@H]2C=C[C@@H]1C2
  A: -1; B: -1%; C: -17%[56.9 µM]; D: -3%; E: 3%; F: 0%; G: -14%; H: ?; I: -3%
> Cc1ccc(NC(=O)CCCSc2nc3ccccc3[nH]2)cc1
  A: -11; B: -5%; C: 4%; D: -3%; E: -27%; F: -8%; G: -8%; H: -7%; I: -24%
> O=C(COC(=O)c1ccc(O)cc1)NCCCc1ccccc1
  A: 7; B: -17%; C: 2%; D: 1%; E: -17%; F: 5%; G: -7%; H: 8%; I: -3%
> COc1ccc(-c2c(C#N)c(N)nc3c2CCC3)cc1
  A: -8; B: 4%; C: 16%; D: -4%; E: -1%; F: -3%; G: 2%; H: 0%; I: 0%
> COc1ccccc1N1CCN(C(=O)c2ccc(-c3ccccc3)cc2)CC1
  A: -1; B: -8%; C: 5%; D: -12%; E: -9%; F: -5%; G: ?; H: -3%; I: -6%
> Cc1ccc(OCCC(=O)OCC(=O)N2CCN(S(=O)(=O)c3ccc(Cl)cc3)CC2)cc1
  A: -10; B: ·; C: 11%; D: -7%; E: -17%; F: 1%; G: ·; H: -3%; I: 5%
> COc1cccc2cc(C(=O)NCc3ccccc3Br)c(=O)oc12
  A: 1; B: -4%; C: 6%; D: 13%; E: -17%; F: -4%; G: 39%; H: ?; I: 16%

# Compound activity (PubChem)
